Screens from PubChem BioAssay.
Sm TGR block: blocks Schistosoma mansoni thioredoxin glutathione reductase; purified TGR, DTNB reduction, TNB absorbance 405 nm; Potency, µM (doses to about 114 µM), inactives show at the highest dose activity change, negative = inhibition, most hits filed as inhibitors; actives 3% (n = 360,000); also: potency is read from the fitted curve at half-maximal effect; nearly all actives have a fitted effect of over 60% in size
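Kinetic colorimetric format: TGR-catalysed, NADPH-driven DTNB reduction monitored via TNB absorbance. Enzyme dispensed at 20 nM; compound exposure 15 min at room temperature before reaction start.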
TbPYK inhibitor: blocks Trypanosoma brucei pyruvate kinase; Q57TT1; TbPYK enzyme, Kinase-Glo Plus ATP luminescence, 45 min; Potency, µM (top dose mostly 76.8 µM), for inactives: at the highest dose activity, negative = inhibition, actives largely listed as inhibitors; actives 0.12% (n = 410,000); AID 624173; also: potency is read from the fitted curve at half-maximal effect; nearly all actives have a fitted effect of over 50% in size
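Glycolytic pyruvate kinase of T. brucei was incubated with substrate, test compound and 130 uM ADP for 45 minutes at room temperature. Luminescent Kinase-Glo Plus signal was measured after 10 minutes.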
LmPK inh: inhibitors of Leishmania mexicana pyruvate kinase. purified LmPK, Kinase-Glo ATP luminescence, 1 h. AID 1721. Q27686. actives 0.37% (n = 290,000). Potency, µM (highest dose often 57.5 µM), inactives show at the top dose activity change, negative = inhibition, most hits filed as inhibitors; also: potency is read from the fitted curve at half-maximal effect
Target sequence (Q27686 whole entry, looked up): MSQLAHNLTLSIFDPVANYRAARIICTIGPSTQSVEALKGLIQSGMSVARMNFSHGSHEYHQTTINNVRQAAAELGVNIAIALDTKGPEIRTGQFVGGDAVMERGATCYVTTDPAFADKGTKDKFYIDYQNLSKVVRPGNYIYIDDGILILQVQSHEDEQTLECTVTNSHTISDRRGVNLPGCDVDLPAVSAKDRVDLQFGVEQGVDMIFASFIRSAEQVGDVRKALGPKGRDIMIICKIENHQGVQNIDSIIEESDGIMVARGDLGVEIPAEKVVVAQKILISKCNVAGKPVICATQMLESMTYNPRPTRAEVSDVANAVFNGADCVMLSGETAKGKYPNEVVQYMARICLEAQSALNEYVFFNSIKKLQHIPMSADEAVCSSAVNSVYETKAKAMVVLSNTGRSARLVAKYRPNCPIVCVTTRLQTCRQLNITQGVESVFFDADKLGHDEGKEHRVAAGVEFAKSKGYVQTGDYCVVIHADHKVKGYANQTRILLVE
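0.1 nM LmPK, 0.5 mM PEP, 0.1 mM ADP; 50 mM imidazole pH 7.2, 7 mM MgCl2, 50 mM KCl; 1 h RT. Kinase-Glo luminescence readout, normalized to no-enzyme (full inhibition) and uninhibited wells.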
AmpC inh detg: blocks E. coli AmpC beta-lactamase in detergent assay | P00811 | AmpC hydrolysis of nitrocefin, absorbance 480 nm, 0.01% Triton | AID 485294 | actives 0.041% (n = 370,000) | Potency, µM (doses to about 114 µM), inactives show top-dose activity change, negative = inhibition, hits mostly inhibitors;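 also: potency is read from the fitted curve at half-maximal effect; 0% = no-compound wells and -100% = no-enzyme wells; nearly all actives have a fitted effect of over 25% in size; some results filed as inactive show a strong effect at the top dose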
Target sequence (P00811 whole entry, looked up): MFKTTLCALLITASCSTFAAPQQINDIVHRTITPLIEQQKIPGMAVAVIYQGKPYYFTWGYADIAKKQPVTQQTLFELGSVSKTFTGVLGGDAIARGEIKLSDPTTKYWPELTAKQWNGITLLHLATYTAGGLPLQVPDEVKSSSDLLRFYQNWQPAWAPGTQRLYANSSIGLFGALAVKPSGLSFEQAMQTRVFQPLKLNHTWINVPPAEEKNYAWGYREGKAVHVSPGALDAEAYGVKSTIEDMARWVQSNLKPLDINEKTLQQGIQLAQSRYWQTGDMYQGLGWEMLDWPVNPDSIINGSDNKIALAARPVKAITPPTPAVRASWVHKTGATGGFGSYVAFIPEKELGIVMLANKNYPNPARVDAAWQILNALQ
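AmpC (5.3 nM in the dispensed reagent) in 20 mM phosphate pH 7.0 with 0.01% (detergent screen) or 0.0001% Triton X-100 was preincubated with compounds for 15 min at room temperature. Nitrocefin was then added from an 800 uM solution, and hydrolysis was followed at 480 nm.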
HCMV antiviral: inhibitors of human cytomegalovirus. HFF cells, HCMV-luciferase reporter, 72 h; stronger effect = lower value. activity change, negative = inhibition, % at 57.5 µM. actives 4.5% (n = 410,000). AID 1259415; in the data active = activity change below about -60%; inconclusive = no clear call, values can overlap the other calls; inactive = above about -39%
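Inhibition of viral replication was scored as loss of reporter luminescence in HFFs infected with HCMV-luciferase (MOI 1 PFU/cell) for 72 h; compounds tested at 2 doses, normalized to buffer and Salinomycin controls.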
AMA1-RON2 inh: inhibitors of Plasmodium falciparum AMA1-RON2 interaction; actives 0.2% (n = 360,000); AlphaScreen AMA1-biotinylated RON2 peptide binding; Potency, µM (series often up to 58.2 µM), for inactives: at the top dose activity change, negative = inhibition, usual class: inhibitors;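 also: potency is read from the fitted curve at half-maximal effect; 0% = vehicle wells and -100% = peptide control; nearly all actives have a fitted effect of over 45% in size; some results filed as inactive show a strong effect at the top dose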
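AMA1 (3D7) with his tag at 25 nM final met compounds first, then biotinylated RON2 peptide at 25 nM; detection used donor plus acceptor beads, 10 µg/mL apiece, read by AlphaScreen after 30 min at room temperature.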
AmpC inh no detg: inhibitors of E. coli AmpC beta-lactamase without detergent; P00811; AmpC nitrocefin hydrolysis, absorbance 480 nm, 0.0001% Triton; Potency, µM (doses to about 57.1 µM), without a hit: at the highest dose activity change, negative = inhibition, usual class: inhibitors; actives 0.52% (n = 330,000);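 also: potency is read from the fitted curve at half-maximal effect; plate controls were no compound for no effect and no enzyme for full effect; nearly all actives have a fitted effect of over 20% in size; some results filed as inactive show a strong effect at the top dose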
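AmpC (5.3 nM in the dispensed reagent) in 20 mM phosphate pH 7.0 with 0.01% (detergent screen) or 0.0001% Triton X-100 was preincubated with compounds for 15 min at room temperature. Nitrocefin was then added from an 800 uM solution, and hydrolysis was followed at 480 nm.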
The depositor's hits bear a star; ? = inconclusive; . = no result given; & = joins results of further samples; [ ] = remark or other dose. Unless noted, calls follow the shape of the dose curve; as a rule, active = well fitted curve in the direction sought with a large enough effect; inconclusive = small, poorly fitted or top-dose-only effect, or another doubt; inactive = no such curve, though single readings can be large; an effect the other way counts as inactive or inconclusive. Unless noted, % is scaled to controls: 0 for no effect and ±100 for the full control effect.

SMILES	Sm TGR block	TbPYK inhibitor	LmPK inh	AmpC inh detg	HCMV antiviral	AMA1-RON2 inh	AmpC inh no detg
CN(CC(=O)Nc1c(Cl)cccc1Cl)C(=O)Cc1ccc(S(=O)(=O)N2CCOCC2)s1	2%	-7%	0%	3%	30	-3%	-2%
COc1ccc([C@H](OC)[C@@]2(Cc3ccc(O)cc3)N=C(N)N(C)C2=O)cc1	-4%	-3%	.	2%	49	-20%	-15%
Cc1ccc(Cl)cc1N1CCN(C(=O)CCNS(=O)(=O)c2ccc3c(c2)CCN3C(=O)C2CC2)CC1	2%	8%	.	-3%	-22	.	.
Cn1c(=O)c2sccc2n2c(CCCC(=O)Nc3ccccc3)nnc12	1%	-3%	0%	1%	0	5%	-3%
O=C(COC(=O)CCNS(=O)(=O)c1cccs1)Nc1ccccc1	1%	-4%	.	-7%	21	-3%	-14%
O=C(O)c1ccccc1C(=O)Nc1ccc(S(=O)(=O)Nc2ccc(F)cc2)cc1	6%	3%	-1%	2%	-39	0%	-23%
COc1ccc(CN(C)C(=O)CCN(c2ccccc2)S(=O)(=O)c2ccc(C)cc2)c(OC)c1	8%	-3%	.	-6%	-22	0%	57%
C[C@@H]1COc2cc(N3CCSCC3)ccc2S(=O)(=O)N1	.	-2%	.	.	-25	2%	.
N=c1c2c(-c3ccccc3)c(-c3ccccc3)n(Cc3ccco3)c2ncn1CCCn1ccnc1	-7%	-6%	-3%	2%	-97*	-8%	102%[activator]
Cc1ccc(-c2ccc(SCC(=O)N3CCCc4ccccc43)nn2)cc1	-16%	.	2%	-6%	.	.	-22%
COc1ccc(Cl)cc1N/C(N)=N/c1nc(CSc2ccc(C)cc2)cc(=O)[nH]1	-9%	-2%	-4%	-5%	10	5%	4%
O=C(COC(=O)c1c[nH]c(=O)[nH]c1=O)Nc1ccccc1Br	12%	3%	-1%	8%	-13	-6%	-11%
CC(C)C(NC(=O)c1ccco1)C(=O)OCC(=O)Nc1ccc(C(N)=O)cc1 (stereo not given)	1%	5%	-4%	5%	13	-2%	-9%
O=S(=O)(Nc1ccc(F)cc1)N1CCOCC1	12%	7%	2%	3%	-12	7%	-4%
CCN(CC)S(=O)(=O)c1ccc(C)c(NC(=O)CSc2nc3ccccc3[nH]2)c1	1%	-1%	3%	?	-19	25%	-11%
Nc1c(C(=O)NCC2CCCO2)c2nc3ccccc3nc2n1-c1ccccc1 (stereo not given)	-22%	-1%	0%	-9%	107	88%[activator]	181%[activator]
COc1cc(/C=C2\SC(=S)NC2=O)ccc1OS(=O)(=O)c1ccccc1	-1%	.	-4%	2%	.	.	-25%
Cc1nc(-c2ccc(F)cc2)sc1CCNC(=O)c1ccc(C(C)(C)C)cc1	19%	1%	.	15%	-33	.	.
COc1ccc(OC)c(C2Nc3ccccc3NC3=C2C(=O)CC(C)(C)C3)c1 (stereo not given)	-8%	-7%	-2%	-6%	11	2%	1%
O=C(CCS(=O)(=O)c1cc2c(cc1Cl)NC(=O)CO2)NCc1ccccc1	-1%&3%	4%&6%	-2%	-12%&18%	-20&3	16%	-27%
CCCNC(=O)NC(=O)CSc1ncc(C(F)(F)F)cc1Cl	-10%	-9%	7%	-9%	-35	0%	-26%
CC(=O)c1cccc(OCc2cc(C(=O)N3C[C@H]4CC[C@H]3C4)no2)c1	7%	6%	4%	5%	0	26%	40%
O=C(COc1ccccc1)NCC(=O)N/N=C/c1ccc(Cl)cc1	6%	2%	-3%	0%	-3	-4%	-8%
CC1(C)Cc2ccccc2C(/C(=N\Nc2cccc(Cl)c2)C(N)=O)=N1	0%	-18%	5%	-4%	-102*	?	23%
O=C(Nc1ccc2c(c1)OCO2)c1cc(C2CCCN(C(=O)CCc3ccccc3)C2)on1 (stereo not given)	.	-6%	.	.	-8	-6%	.
CCNc1ccc(S(=O)(=O)NCCN(C)C)cc1[N+](=O)[O-]	0%	3%	0%	0%	23	-3%	-14%
Fc1ccccc1NC(=S)N(CCN1CCCCC1)Cc1ccco1	5%	-19%	-1%	-9%	23	-5%	-27%
CCCn1nc(CC(=O)OCC)c2ccccc2c1=O	-17%	2%	-4%	-8%	24	11%	-1%
COc1ccc(CCn2c(=N)c(C(=O)NC3CCCC3)cc3c(=O)n4ccccc4nc32)cc1OC	-9%	-5%	9%	3%	-38	6%	-20%
Cc1cc(C(=O)N/N=C/c2ccc(Br)o2)n[nH]1	-33%	1%	2%	-12%	-14	15%	-9%

Full records, quoted from the list. Screens in order: Sm TGR block, TbPYK inhibitor, LmPK inh, AmpC inh detg, HCMV antiviral, AMA1-RON2 inh, AmpC inh no detg
Fc1ccccc1NC(=S)N(CCN1CCCCC1)Cc1ccco1 is listed as 5%, -19%, -1%, -9%, 23, -5%, -27%
CC(=O)c1cccc(OCc2cc(C(=O)N3C[C@H]4CC[C@H]3C4)no2)c1 is listed as 7%, 6%, 4%, 5%, 0, 26%, 40%

Continuation.
SMILES	Sm TGR block	TbPYK inhibitor	LmPK inh	AmpC inh detg	HCMV antiviral	AMA1-RON2 inh	AmpC inh no detg
CC(=O)SC1CC(=O)N(c2ccc(C(C)(C)C)cc2)C1=O (stereo not given)	?	-2%	-4%	-7%	12	11%	6%
CCN(CC)c1ccc(/C=C/c2cccc[n+]2C)c(OC)c1	-15%	?	-9%	?	-97*	-4%	19%
CN(C)c1ccc(C(CNC(=O)c2c(F)cccc2Cl)N2CCOCC2)cc1 (stereo not given)	-5%	1%	.	10%	-3	.	.
CC(NC(=O)CCN1C(=O)c2ccccc2S1(=O)=O)c1ccccc1 (stereo not given)	-12%	-1%	.	-18%	-19	-7%	18%
O=C1OCCC1Sc1nnc(-c2cccc(Br)c2)o1 (stereo not given)	-3%	-5%	-1%	?	-19	-5%	-11%
CC(C)(C)NC(=O)CSC(=Nc1ccc(F)cc1)NC#N	1%	-2%	-1%	-14%	-8	-17%	-41%
COC(CN(C(=O)CCl)C(C(=O)NC1CCCC(C)C1C)c1ccc(C)cc1)OC (stereo not given)	40µM*	13%	1%	-3%	.	-2%	13%
C/C(=N\NC(=O)c1cc(-c2ccccc2C)nc2ccccc12)c1cccnc1	0%	13%	1%	?	?	28%	-19%
COC(=O)c1c(C)nc(C)c2c(=O)oc3ccccc3c12	-3%	8%	3%	2%	-14	-16%	-8%
CC(=O)O[C@]1(C(C)=O)CC[C@H]2[C@@H]3C=C(Cl)C4=CC(=O)CC[C@]4(C)[C@H]3CC[C@@]21C	?	3%&5%	11%	6%	?	-11%	50%
Cc1ccc(S(=O)(=O)N/N=C/c2ccccc2F)cc1[N+](=O)[O-]	-32%	-1%	3%	2%	16	0%	-26%
CCCSc1oc(-c2ccco2)nc1S(=O)(=O)c1ccc(C)cc1	-31%	-2%	3%	-2%	?	2%	-11%
COCCNc1nc(Oc2cccc(F)c2)c2sccc2n1	.	4%	.	.	2	0%	.
O=C(Nc1ccc(S(=O)(=O)Nc2ccccn2)cc1)c1ccccc1	-36%	-9%	-9%	6%	5	-7%	-25%
CCc1nnc(NC(=O)c2cccnc2)s1	-4%	-3%	-6%	-16%	2	-2%	-16%
O=C(Nc1ccc(F)c(F)c1)C1CCCCC1	-5%	0%	.	-4%	-10	1%	-40%
C/C(=C\c1ccccc1)C(=O)Nc1nccs1	0%	0%	-7%	-1%	?	2%	-27%
CS(=O)(=O)c1ncc(N(Cc2ccco2)Cc2cccs2)c(C(=O)Nc2ccccc2F)n1	-7%	7%	.	4%	19	.	.
CCOc1ccc(-n2cc(C(=O)c3cc(Cl)ccc3O)cc(C#N)c2=O)cc1	1%	-5%	15%	8%	-17	1%	-49%
CC[C@H](C)[C@@H]1NC(=O)c2cc([N+](=O)[O-])cc(F)c2NCCCC[C@@H](C(N)=O)NC(=O)[C@H](CCCCN)NC1=O	-13%	-4%	0%	?	-10	0%	32%
CC(=O)C1=CCC(c2ccco2)N(S(=O)(=O)c2ccc(C)cc2)C1 (stereo not given)	.	-5%	.	.	3	-4%	.
CSCCC(NS(=O)(=O)c1ccc2c(c1)Cc1cc(S(=O)(=O)NC(CCSC)C(=O)O)ccc1-2)C(=O)O (stereo not given)	-1%	-16%	-10%	-1%	44	19%	-20%
O=C(Cc1ccccc1[N+](=O)[O-])NCCc1ccc(F)cc1	0%	-2%	1%	-19%	13	7%	-13%
O=C(CCS(=O)(=O)c1ccccc1)Nc1ccc2c(c1)C(=O)NC2=O	-1%	-4%	-1%	-2%	66	-18%	-46%
CN(C)S(=O)(=O)c1ccc(NC(=O)c2cc(-c3cccs3)nc3ccccc23)cc1	2%	1%	2%	-6%	2	-12%	-40%
Nc1nonc1-n1nnc(C(=O)N/N=C/c2ccccc2Cl)c1CSc1ccccc1	-17%	7%	2%	1%	-17	-10%	-49%
O=C(Nc1nnc(C2=COCCO2)o1)c1cccc(Br)c1	0%	4%	-4%	5%	-21	14%	-23%
COc1ccc(NC(=O)CC2C(=O)N(C)C(=S)N2Cc2ccco2)cc1 (stereo not given)	-5%	-4%	3%	-16%	-27	1%	-13%
O=c1[nH]cc(N=Cc2cc(Cl)cc(Cl)c2O)c(=O)[nH]1	0%	-21%	-27%	-7%	18	73%[activator]	-21%
O=C(c1ccc(Cl)nc1)N1CCN(C/C=C/c2ccccc2)CC1	-10%	4%	4%	-5%	-8	0%	51%
CCOc1ccccc1C(=O)Nc1ccc(-n2nncc2-c2ccccc2)cc1	-2%	-1%	.	-5%	-21	.	.
COC(=O)CCCCCn1c(-c2ccccc2)cn2c3c(=O)n(C)c(=O)n(C)c3nc12	1%	5%	.	6%	-23	.	.
C=CCNC(=O)C12CCC(C)(C(=O)[C@H]1Br)C2(C)C (stereo not given in full)	0%	4%	-2%	0%	-2	6%	-3%
CCN(CC)C(=O)c1ccccc1NC(=O)c1cccc(S(=O)(=O)N(CC)CC)c1	-4%	4%	-1%	-11%[57.1 µM]	28	2%	1%
COc1ccc(/C=C/C(=O)N(C)C2CCCCC2)cc1Br	.	-3%	1%	0%	?	0%	126%[activator]
C=CCn1c(O)c(/C=C2/C=c3ccccc3=N2)c(=O)[nH]c1=S	?	-14%	11%	-7%	6	0%	-38%
